Bioassay records: PubChem, Fisher Drug Discovery Resource Center
mcGAS MS inh – inhibitors of Mus musculus cyclic GMP-AMP synthase, initial high-throughput assay, cell-free, RapidFire MS; Q8C6L5; recombinant mouse cGAS, cGAMP by RapidFire MS; inhibition, % at 12.5 µM; 0.18% of 130,000 active; AID 1259397, 2018;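 active = inhibition of cGAS enzyme activity at or above 60%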;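 also: enzyme stimulated by 45 bp dsDNA with ATP and GTP substrates; cGAMP share of summed cGAMP plus half ATP and half GTP signals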
Target sequence (Q8C6L5 whole entry, looked up): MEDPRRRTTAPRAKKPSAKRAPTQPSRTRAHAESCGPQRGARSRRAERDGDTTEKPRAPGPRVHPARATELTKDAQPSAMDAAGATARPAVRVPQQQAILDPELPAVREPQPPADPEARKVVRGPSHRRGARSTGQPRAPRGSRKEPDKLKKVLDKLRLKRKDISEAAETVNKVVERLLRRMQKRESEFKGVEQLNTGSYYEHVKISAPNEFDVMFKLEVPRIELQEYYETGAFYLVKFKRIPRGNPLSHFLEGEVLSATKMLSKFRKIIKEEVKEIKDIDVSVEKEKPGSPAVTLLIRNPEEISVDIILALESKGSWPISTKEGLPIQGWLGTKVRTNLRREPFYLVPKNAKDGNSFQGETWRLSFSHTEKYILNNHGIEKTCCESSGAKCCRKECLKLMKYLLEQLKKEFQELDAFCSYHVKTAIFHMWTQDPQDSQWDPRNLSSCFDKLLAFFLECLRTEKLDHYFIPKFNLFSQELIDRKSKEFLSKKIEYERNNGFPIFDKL
An asterisk follows results filed as active; & = joins results of further samples. The list is partial, so the mix of outcomes need not match the whole.

SMILES | mcGAS MS inh
COC(=O)c1ccc(OCCN2CCCC2c2ccc[nH]2)cc1 (stereo not given) | -16
O=c1oc2ccccc2n1CCOc1cccc2ccccc12 | -4
Cc1ccc(CNc2cccc(C(=O)NCCN(C)C)c2)cc1 | -7
Cc1cc(N(C)C(C)C2CC2)nc(C)n1 (stereo not given) | -20
Cc1ccc(-c2nc(CN(Cc3ccccc3)CC3CC3)c(C)o2)o1 | -4
Cc1ccc(C(=O)N(C/C=C/c2ccccc2)CCO)c(F)c1F | -22
COc1ccc(-c2nnc(SCC(=O)N/N=C\c3c(F)cccc3Cl)n2-c2ccccc2)cc1OC | -7
N#Cc1ccc(NC(=O)C2CC3CCCC(C2)C3=O)cc1 (stereo not given) | -7
CC(=NOCc1ccc(C#N)cc1)c1ccc2c(c1)OCCO2 | -16
Cn1c2ncccc2c(=O)n1CC(=O)NCc1cccs1 | -8&-8
CS(=O)(=O)c1cc(S(N)(=O)=O)ccc1F | -20
NC(=O)C1CN(C(=O)c2cccnc2Sc2ccc(Br)cc2)CCO1 (stereo not given) | -59
Cc1c(F)cccc1S(=O)(=O)Nc1ccc2c(c1)n(C)c(=O)n2C | -8
COCc1nc(C)c(CNC(=O)c2oc3ccc(C)cc3c2C)s1 | -26
CCN1CCN(CCOc2ccccc2-c2[nH]cnc2-c2ccccc2)CC1 | -22
CCn1nnc2c(N3CCN(c4ccccc4)CC3)ncnc21 | -12
CCN(CC)P1(=Nc2ccc([N+](=O)[O-])cc2)C(=C2N(C)c3ccccc3C2(C)C)C=NN1C (stereo not given) | -39
CN(CC(=O)NCC(C)(C)c1ccccc1F)C(=O)c1cccs1 | 2
CNc1snc(C)c1C(=O)Nc1cc(OC)c(OC)c(OC)c1 | 2
CC1CN(C)C(C)c2cc[nH]c21 (stereo not given) | -1
Cc1cc2ncn(Cc3cc(C#N)ccc3F)c2cc1C | -10
Cc1onc(-c2ccccc2Cl)c1C(=O)N1CCCC(C)C1 (stereo not given) | -1
O=C(Nc1ccc(F)cc1)C1CCc2ccccc2N1 (stereo not given) | -37
Cc1ccc(-c2nnc(SCc3nc(-c4ccsc4)no3)n2C)cc1 | -1
c1cnn(CCC2CCN(c3ncnc4c3CCNC4)CC2)c1 | -11
CCN(C(C)=O)c1nc(COC(=O)c2ccc3c(c2)OCCO3)cs1 | 5
CCN(CC)c1onc(-c2ccccc2)c1CNCCN(C)C | -3
CC(C)(O)C1CCN(C(=O)c2cc(COc3ccccc3F)[nH]n2)CC1 | -8
CC(C)CCN1CCC(CN)CC1 | -3
CC(C)(C)c1ccc(S(=O)(=O)NC(=O)C2(C)CCN2C(=O)C2CCCCC2)cc1 (stereo not given) | -3
COCCN1CCCC(O)(CNCc2ccccc2C(F)(F)F)C1=O (stereo not given) | -17
Cc1ccc(-n2nnc3c(=O)n(CC(=O)Nc4cc(C)on4)cnc32)cc1 | 4
CC(=NNC(=O)CCn1c2ccccc2c2ccccc21)c1ccc(Br)s1 | -2
OCCOc1cncc(Br)c1 | -7
C=CCNC(=O)N(CC(C)C)C(CC)c1ccccc1 (stereo not given) | -2
COCCNC(=O)C=Cc1csc(-c2ccc(OC)cc2)n1 | -1
COc1ccc(C(=O)C[n+]2ccc3c(c2)nc(-c2ccccc2)n3C)cc1 | -7
N#Cc1ccc(C=NNc2ccc(C(F)(F)F)cn2)cc1 | -12
Cc1cccc(-n2c(=O)c3ccccc3n3c(=S)[nH]nc23)c1C | -2
Cc1cc2nc(NCCN(C)C)sc2cc1C | 4
Cc1nn(CCO)cc1CN(C)Cc1cc(-c2ccccc2)no1 | -2
CN1C(=C2C=NN(C)P2(=Nc2cccc([N+](=O)[O-])c2)N2CCOCC2)C(C)(C)c2ccccc21 (stereo not given) | -6
Cc1nc2c(C)cccn2c(=O)c1NC(=O)Cc1ccc(-c2ccccc2)cc1 | 3
CCSc1ccc(NC(=O)c2cccc(F)c2)nn1 | 0
CCN(Cc1cnc2ccccc2c1)Cc1c(C)nn(CC)c1C | -14
CCCCc1nc2sc3c(NCCO)ncnc3c2c2c1COC(C)(C)C2 | -27
CC(N=C1NS(=O)(=O)c2ccccc21)C(=O)NCc1ccccc1 (stereo not given) | -4
N#CCCN(C(=O)CN1CCCC1C1CCCCC1)c1ccccc1 (stereo not given) | -12
CCOCCCNC(=O)C1CN(S(=O)(=O)c2ccccc2)CCN1S(=O)(=O)c1ccccc1 (stereo not given) | -2
CC(C)Oc1cccc(F)c1-c1csc(C(N)=O)c1 | -6
Later entries
SMILES | mcGAS MS inh
CCOC(=O)C1(Cc2ccc(F)cc2F)CCCN(C(=O)c2ccc(OC)nc2OC)C1 (stereo not given) | -6
O=C(CSc1nc2[nH]ncc2c(=O)[nH]1)Nc1ccccc1C(F)(F)F | -10
CC(=O)NC1(C(=O)NC2CCCC2)CCCCC1 | 5
Cc1cc(=O)oc2cc(OCc3ccc(C(=O)N(C)C)cc3)ccc12 | -5
Cc1ccc2[nH]c(C(=O)NCc3cccc(NC(=O)C(C)C)c3)cc(=O)c2c1 | -1
COCCCn1c(CN2C[C@@H](C)O[C@@H](C)C2)cnc1S(=O)(=O)C1CCCC1 | -6
COc1cccc(NC2=CC(=O)N(CCO)C2=O)c1 | -9
CN(Cc1cccc(C(F)(F)F)c1)C(=O)c1cn(Cc2ccccc2Cl)nn1 | -9
CC1CCN(Cc2nnnn2CC(=O)N2CCC(OCc3ccccn3)CC2)CC1 | 0
CN1CCC(N(C)C(=O)c2cccnc2OCC(F)(F)F)C1=O (stereo not given) | -6
O=C1C=C(NCCc2ccccc2)C(=O)N1CCc1ccccc1 | -3
CC1CC1c1ccc(C2Nc3ccccc3C(=O)N2C2CC2)o1 (stereo not given) | 1
CCOC(=O)c1ccc(Nc2[nH]c(=O)c3ccccc3c2C(=O)c2ccncc2)cc1 | 5
Cc1cccc(C2CCCN2Cc2nc(N)nc(N(C)C)n2)c1C (stereo not given) | -10
Cc1ccc(C(=O)CN2CCNCC2)cc1 | 1
CC(C)(C)c1ccc(S(=O)(=O)N2CCCCC2C(=O)O)cc1 (stereo not given) | -2
Cc1cc(-n2c(C)cc(C(=O)CSc3nnc(C4CC4)n3C)c2C)no1 | -10
CCN(CC)Cc1cnc2c(C(=O)N3CCc4ccccc4C3)cnn2c1 | -15
CC1CCCN(C(=O)CN2C(=O)NC3(CCCCCCC3)C2=O)C1 (stereo not given) | -9
CC(C)(C)C(=O)NCCCN1CCC(O)CC1 | 5
COC(=O)CSc1nc(-c2ccccc2)cc(-c2ccccc2OC)c1C#N | -5
O=C(Nc1ccc2c(c1)OCCO2)C1CCN(C(=O)c2ccc(F)cc2)CC1 | -6
c1ccc(N2CCC(N3CCC4(CCNCC4)CC3)CC2)cc1 | -15
c1ccc(-n2nccc2-c2nccn2CCc2ccccn2)cc1 | -13
CN1C(=O)C2(CCCN(C(=O)CCc3cc(=O)[nH]o3)C2)c2ccccc21 (stereo not given) | -21
CN(C(=O)Nc1ccc(-c2nccs2)cc1)C1CCN(C2CC2)C1 (stereo not given) | -9
Cc1nn(CC(=O)N2CCN(c3ccccc3)CC2)c(=O)c2c1cnn2-c1ccc(F)cc1 | -3
CCOC(=O)C1(C)CCCCN1C(=O)c1cc(C)on1 (stereo not given) | -3
COc1ccccc1-c1cccc(NC(=O)NCC2(O)CCC2)c1 | 7
CCOc1ccccc1OCc1ncnn1C | -12
Cc1cccc(Oc2ccc(C(=O)NCC3(O)CCCNCC3)cc2)c1 (stereo not given) | -15
CC(CC(=O)NCc1ccc(C(=O)N(C)C)cc1)C1CCCCC1 (stereo not given) | 11
O=C(Nc1ccc2c(c1)CN(C1CCOCC1)CC2)C1CCCO1 (stereo not given) | 0
COc1cccc(C(C)N(C)C(=O)c2ccnn2C(F)F)c1 (stereo not given) | -8
Cc1cncc(N2CCC[C@H]2CO)n1 | -8
COc1ccc(Nc2ncnc3[nH]ncc23)cc1OC | -6
O=C(CSc1c[nH]c2ccccc12)N1CCCCC1 | -5
Cc1ccsc1C(=O)N1CCC1(C)C(=O)NS(=O)(=O)c1ccccc1C(F)(F)F (stereo not given) | -14
NC(=O)c1ccc(CN(Cc2nc(-c3cccs3)no2)C2CC2)cc1 | 1
CC(C)N1CCc2cc(CN3CCN4C(=O)CNC(=O)C4C3)ccc21 (stereo not given) | -24
CCn1ccnc1CN(C)c1cc(OC)ncn1 | -13
COc1ccccc1N1CCN(c2nc(Nc3ccc(C)cc3)c3cn[nH]c3n2)CC1 | -5
Cc1sc2ncnc(N3CCC(C)CC3)c2c1C | -7
O=[N+]([O-])c1cc(S(=O)(=O)N2CCOCC2)ccc1NN=C1CCCCC1C1CCCCC1 (stereo not given) | -15
COc1cc(C=NNP2(=O)C=C(c3ccccc3)OC(c3ccccc3)=C2)ccc1O | -7
CC1(c2cc(F)ccc2F)NC(=O)N(CC(=O)N2CCCC2)C1=O (stereo not given) | -8
COc1ccccc1-n1c(SCc2c(F)cccc2Cl)nc2c(c1=O)SCC2 | 4
CCC(=O)NCCc1cc2ccc(C)c(C)c2[nH]c1=O | -7
CN(Cc1ccccc1)C(=O)Cc1ccccc1F | -9
CC(=O)OC/C=C(C)/C=C/C=C(C)/C=C/C1=C(C)CCCC1(C)C | -5

17 consecutive records out of the list so far:
SMILES | mcGAS MS inh
CC(CC(=O)NCc1ccc(C(=O)N(C)C)cc1)C1CCCCC1 (stereo not given) | 11
O=C(Nc1ccc2c(c1)CN(C1CCOCC1)CC2)C1CCCO1 (stereo not given) | 0
COc1cccc(C(C)N(C)C(=O)c2ccnn2C(F)F)c1 (stereo not given) | -8
Cc1cncc(N2CCC[C@H]2CO)n1 | -8
COc1ccc(Nc2ncnc3[nH]ncc23)cc1OC | -6
O=C(CSc1c[nH]c2ccccc12)N1CCCCC1 | -5
Cc1ccsc1C(=O)N1CCC1(C)C(=O)NS(=O)(=O)c1ccccc1C(F)(F)F (stereo not given) | -14
NC(=O)c1ccc(CN(Cc2nc(-c3cccs3)no2)C2CC2)cc1 | 1
CC(C)N1CCc2cc(CN3CCN4C(=O)CNC(=O)C4C3)ccc21 (stereo not given) | -24
CCn1ccnc1CN(C)c1cc(OC)ncn1 | -13
COc1ccccc1N1CCN(c2nc(Nc3ccc(C)cc3)c3cn[nH]c3n2)CC1 | -5
Cc1sc2ncnc(N3CCC(C)CC3)c2c1C | -7
O=[N+]([O-])c1cc(S(=O)(=O)N2CCOCC2)ccc1NN=C1CCCCC1C1CCCCC1 (stereo not given) | -15
COc1cc(C=NNP2(=O)C=C(c3ccccc3)OC(c3ccccc3)=C2)ccc1O | -7
CC1(c2cc(F)ccc2F)NC(=O)N(CC(=O)N2CCCC2)C1=O (stereo not given) | -8
COc1ccccc1-n1c(SCc2c(F)cccc2Cl)nc2c(c1=O)SCC2 | 4
CCC(=O)NCCc1cc2ccc(C)c(C)c2[nH]c1=O | -7

Remaining list, next part.
SMILES | mcGAS MS inh
CCCc1cnc(C)nc1N1CCC(O)(C(=O)O)CC1 | -19
CNC(=O)CN(C(=O)c1cccc(C#N)c1)c1cccc(F)c1 | -5
CN=C(NC(C)C1CCCO1)N1CCC(C)CC1 (stereo not given) | -3
COc1ccc(CCN(C)C2CCCN(C(=O)c3ccsc3)C2)cc1OC (stereo not given) | -3
Brc1ccc(C2=Nc3cccc4cccc(c34)N2)o1 | -6
Cc1cc(CNC(=O)c2ccccc2C2CCNC2)ccc1F (stereo not given) | -14
CCOc1ccc(-c2c(=O)n(O)c3ccccc3[n+]2[O-])cc1 | -2
Cc1ccc(NS(=O)(=O)c2c(C)noc2C)c(C)c1 | -10
O=C(CCOc1ccccc1)Nc1ccnn1C1CCN(C(=O)C2CCCO2)CC1 (stereo not given) | -15
CC1CN(CCN2C(=O)CNC2=O)CCN1c1nccs1 (stereo not given) | -5
O=C(c1cc2cccc(Br)c2o1)N(Cc1ccncc1)C1CC1 | -1
Cc1onc(-c2ccccc2Cl)c1C(=O)NCCCN(C)C | -1
CC(=O)Nc1c(C)cccc1C(=O)OC(C)C | -12
C=CCON1C(=O)C(C)(C)N(OCC=C)C(=O)C1(C)C | -20
CC(=O)Nc1cc(NC(=O)c2cc(Br)c(Br)s2)ccc1F | -5
Cc1ccsc1CCNC(=O)C1(Oc2cccnc2C)CCNCC1 | -25
O=C(Nn1cnc2c(cnn2-c2ccccc2)c1=O)C1c2ccccc2Oc2ccccc21 | -8
CCN(c1ccc(NS(=O)(=O)c2ccc(C)c(C)c2)cc1)C(C)C | -1
COCCN1CCC(CN2CCC3(CCCN(C(=O)C4CCCC4)C3)C2)CC1 (stereo not given) | -13
CCOC(=O)C1CCCN(C(=O)c2csc(-c3cc4ccccc4[nH]3)n2)C1 (stereo not given) | -2
O=C(O)c1c(Cl)cccc1Oc1ccccc1Cl | -3
CC1=NOC(Cc2ccccc2)C(=O)N1Cc1ccc2c(c1)OCO2 (stereo not given) | -9
COC(=O)C(CNC(=O)C1CCCN(C(=O)N(C)C)C1)CC(C)C (stereo not given) | 8
NC(=O)c1c(NC(=O)CSCC(=O)O)sc2c1CCCC2 | -3
CCOc1ccc2nc(CN3CCN(CC=C(C)C)C(CCO)C3)ccc2c1 (stereo not given) | -7
N#CC(Cc1ccc(O)cc1)c1ccc(O)cc1 (stereo not given) | -18
CCC(CNC(=O)CN1C(=O)SC(=Cc2cccs2)C1=O)c1ccccc1 (stereo not given) | -5
C/C(=C\c1ccccc1)CN1CCCC(n2cc(C(=O)NCCCO)nn2)C1 (stereo not given) | -4
Cn1c(=O)[nH]c(=O)c2c1nc(N1CCN(Cc3c(F)cccc3Cl)CC1)n2Cc1ccccc1 | -10
Cn1c(=O)n(Cc2ccccc2F)c(=O)c2c1nc1n2CCN1Cc1ccccc1 | 1
Cc1nccn1CC(C)CNC(=O)c1cncc(-c2cnn(C)c2)c1 (stereo not given) | -7
Fc1ccccc1-c1noc(N2CCOCC2)c1CNCc1ccco1 | -5
c1cn(-c2ccc3cn[nH]c3c2)c(-c2ccc(C3CCCO3)s2)n1 (stereo not given) | 7
O=C(c1ccc(-c2nnco2)cc1)N1CCN(S(=O)(=O)c2ccccc2Cl)CC1 | -2
CCCC1COCCN1Cc1cnc(OC)nc1 (stereo not given) | 1
Cc1ccc(Nc2nc(NCCCn3ccnc3)nc3[nH]ncc23)cc1 | -3
Cc1nc2n(n1)CC(NCC(=O)N(C)CCC#N)CC2 (stereo not given) | 5
